Growth percent in the NCI-60 one-dose screen (48 h, 10 µM unless noted): 100 = growth as untreated, 0 = no growth, -100 = all killed.
M14 = M14 melanoma. 80,000 compounds, 6.2% hits
SK-MEL-28 = SK-MEL-28 melanoma; 81,000 compounds, 4.1% hits
MDA-MB-435 = MDA-MB-435 melanoma; 82,000 compounds, 7.8% hits; AID 1794794
SK-MEL-2 = SK-MEL-2 melanoma | AID 1794763 | 77,000 compounds, 4.7% hits
SK-MEL-5 = SK-MEL-5 melanoma | 80,000 compounds, 6.4% hits
A549/ATCC = A549/ATCC NSCLC; 81,000 compounds, 3.7% hits; AID 1794740
UACC-62 = UACC-62 melanoma. AID 1794756. 81,000 compounds, 5.4% hits
UACC-257 = UACC-257 melanoma; 78,000 compounds, 4.4% hits; AID 1794764
* marks the source's active call; other numbers are inactive results; . = not tested or not shown. The calls were made as follows: active = growth percent below 10; inactive = the rest. Hits appear at their usual frequency; any-hit rate near 11%.

Results follow in this order: UACC-62	A549/ATCC	SK-MEL-5	M14	UACC-257	SK-MEL-28	SK-MEL-2	MDA-MB-435
> Nc1nc2c(ccc3ccccc32)s1
    84	101	103	116	95	116	95	101
> O=C(O)CCCCCNC(=O)c1nc(-c2ccccc2)n(-c2ccc(F)cc2)n1
    108	106	99	105	109	107	115	101
> COc1ccc2[nH]c(=O)c(CSc3ccccc3Nc3nccc(-c4ccc(C(F)(F)F)cc4)n3)cc2c1
    48	18	49	52	50	51	42	32
> O=c1nc(Nc2ccc([N+](=O)[O-])cc2O)sc2ccccc12
    15	42	21	17	65	51	39	-43*
> COc1cc(C2C=C(c3ccc(Cl)cc3)Nc3nc(SC)[nH]c(=O)c32)ccc1Oc1ccnc2cc(Cl)ccc12 (stereo not given)
    73	75	78	90	72	97	84	69
> O=[N+]([O-])c1cccc(/C=C/c2ccccn2)c1
    86	73	79	.	102	128	117	98
> CC(C(=O)C(C)(C)C)C(=O)C(C)(C)C
    106	95	113	110	93	108	102	107
> CCOC(=O)CNC(=O)Cc1ccccc1
    101	98	112	112	91	107	94	112
> COc1cccc(C(=O)Nc2cccc(-c3cc(=O)c4c(OC)c(OC)c(OC)cc4o3)c2)c1
    59	56	61	65	96	73	62	77
> O=C(NCc1ccccc1)/C(=C/c1ccc2c(c1)OCO2)NC(=O)c1ccccc1
    93	80	94	101	82	112	103	108
> CCN(CC)c1ccc(/C=C/c2cc(C)c3ccccc3n2)cc1
    38	54	.	38	60	55	73	-6.9*
> CCCS(=O)(=O)Nc1cccc(Nc2ncnc3cc(NC(=O)CCl)ccc23)c1Cl
    -66*	-5.2*	-85*	-44*	10	-23*	-32*	-47*
> CC(=O)c1c(C)nc2ccccc2c1/C=C/c1ccc(Br)cc1
    58	60	42	88	94	102	77	72
> Cc1ccc(S(=O)(=O)NCCCCC(N)C(=O)O)cc1 (stereo not given)
    94	106	99	115	104	.	96	105
> COc1ccc2c(c1)sc1nc(-c3ccccc3)c(-c3ccc(O)c(OC)c3)n12
    66	64	55	38	84	74	50	-25*
> CCOC(=O)c1c(C)[nH]c(C(=O)CCC(=O)OC)c1C
    101	93	106	98	112	111	83	103
> CCOC(=O)c1cnnn1-c1cc(=O)[nH]c2ccc(C)cc12
    88	94	99	95	101	110	97	100
> O=C(O)C#CCC(O)CCc1ccccc1 (stereo not given)
    102	102	114	112	.	111	118	105
> COc1ccc(C(Cc2ccccc2)NC(C)(C)CNC(C)C)cc1 (stereo not given)
    103	95	101	97	96	108	92	110
> Cc1cccc(/C=N/OCCC(C)C)n1
    106	94	101	102	96	103	104	104
> S=c1n(CN2CCCC2)nc(-c2ccccc2)n1Cc1ccccc1
    96	99	83	94	104	102	120	103
> COc1ccc2cc(C(=O)/C=C/N(C)CC(O)C(C)(O)C(O)C(O)CO)ccc2c1 (stereo not given)
    96	89	100	101	88	109	99	106
> O=C(Nn1cc(-c2ccc3ccccc3c2)sc1=NCc1ccccc1)c1cc2ccc1CCc1ccc(cc1)CC2
    66	87	55	86	94	92	99	93
> CC[C@H]1OC(=O)[C@H](C)[C@@H](O[C@H]2C[C@@](C)(OC)[C@@H](O)[C@H](C)O2)[C@H](C)[C@@H](O[C@@H]2O[C@H](C)C[C@H](N(C)C)[C@H]2O)[C@](C)(O)C[C@H](C)CN(C)[C@H](C)[C@@H](O)[C@]1(C)O
    98	104	.	96	124	114	117	97
> CC(C)CC1(C2CCCC2)NC(=O)NC1=O (stereo not given)
    94	101	110	97	107	113	102	113
> CC/C(=C/c1cccc(OC)c1OC)c1ccncc1
    86	66	89	95	76	107	99	101
> CC(=O)NNC(=S)N/C=C/c1c(C)ccc([N+](=O)[O-])c1[N+](=O)[O-]
    99	102	105	90	100	101	92	100
> COc1ccc(C(=O)c2c(N)nc3n2CCCCC3)cc1OC
    104	106	98	107	117	108	101	100
> O=C(COc1ccccc1)OC1CCCCC1C1CCCCC1 (stereo not given)
    .	90	101	108	89	111	93	95
> CCCN1C(=O)/C(=c2\sc3n(c2=O)C2C(NN=3)N(CC)C(=O)N2CC)c2ccccc21 (stereo not given)
    25	26	14	17	24	48	55	-21*

Of the compounds above, 2 have a Cl atom.
Results follow in this order: UACC-62	A549/ATCC	SK-MEL-5	M14	UACC-257	SK-MEL-28	SK-MEL-2	MDA-MB-435
> COc1cc(C2C=C(c3ccc(Cl)cc3)Nc3nc(SC)[nH]c(=O)c32)ccc1Oc1ccnc2cc(Cl)ccc12 (stereo not given)
    73	75	78	90	72	97	84	69
> CCCS(=O)(=O)Nc1cccc(Nc2ncnc3cc(NC(=O)CCl)ccc23)c1Cl
    -66*	-5.2*	-85*	-44*	10	-23*	-32*	-47*

New compounds follow
Results follow in this order: UACC-62	A549/ATCC	SK-MEL-5	M14	UACC-257	SK-MEL-28	SK-MEL-2	MDA-MB-435
> COc1cccc(CCC(=O)O)c1
    102	129	105	100	142	104	101	97
> CCCn1c(N)c(C(=O)CSc2n[nH]c(-c3ccccc3F)n2)c(=O)n(C)c1=O
    96	108	94	106	.	109	88	101
> ClCC(Cl)(Br)CBr (stereo not given)
    97	93	105	96	95	89	112	99
> Cc1cc(C)c(S(N)(=O)=O)c(N)c1
    105	95	111	107	104	107	124	96
> c1ccc(CNc2ccccn2)cc1
    101	97	99	105	107	107	106	105
> COc1cc(NCC(=O)Nc2cc(Nc3cccc(Cl)c3)ncn2)c(Cl)c(OC)c1Cl
    85	92	101	94	97	93	87	104
> COc1ccc(N/C=C2\C(=O)CCc3c2oc2cc(Cl)c(O)c(Cl)c32)cc1
    87	85	.	87	93	99	85	75
> Nc1nc(N)c2cc(S(=O)(=O)c3ccc4ccccc4c3)ccc2n1
    31	19	34	32	49	73	60	34
> O=Cc1ccc(Oc2nc(N3CCCCC3)nc(N3CCCCC3)n2)cc1
    109	97	98	105	109	.	103	.
> O=C(N=Nc1c(O)[nH]c2ccccc12)c1cc(-c2ccc(Cl)cc2)nc2ccccc12
    104	104	101	104	126	113	119	123
> O=C1Nc2ccccc2C1(N1CCCCC1)N1CCCCC1
    101	109	100	94	105	119	118	103
> NC(N)=N/N=C/c1cccc(Cl)c1
    97	100	102	92	92	107	106	108
> COC(=O)C12C3C(=O)N(c4ccc(OC)cc4)C(=O)C3C(c3cn(-c4ccccc4)nc3C)N1[C@H](c1cn(-c3ccccc3)nc1C)[C@@H]1C(=O)N(c3ccc(OC)cc3)C(=O)[C@@H]12 (stereo not given in full)
    97	100	100	105	98	105	107	102
> Fc1cc2c(cc1Cl)N(c1ncnc3ccc(-c4cnc5[nH]ncc5c4)cc13)CC2
    58	44	85	86	86	83	91	74
> NS(=O)(=O)c1ccc(NC(=S)NC(=O)c2ccc(OCc3ccccc3)cc2)cc1
    99	104	101	98	109	106	103	109
> N#CC1=C(N)OC2=C(C(=O)c3ccccc3C2=O)C1c1ccc(O)cc1 (stereo not given)
    97	101	.	100	77	116	94	86
> C/C(=C\CCc1ccsc1)CC/C=C(\C)CCCN1CCSCC1
    77	68	77	96	95	95	89	86
> N#CSc1cc(S(N)(=O)=O)ccc1N
    104	102	101	.	107	102	104	120
> COc1ccc(NS(=O)C2CCCCC2)cc1 (stereo not given)
    92	68	99	99	82	112	91	93
> CN1CCN(Cc2ccc(NC(=O)c3cncc(C#Cc4cnc(N)c5ccc(F)cc45)c3)cc2C(F)(F)F)CC1
    21	24	-22*	-0.7*	48	34	-55*	19
> COc1cccc(C(=O)O)c1[N+](=O)[O-]
    99	93	109	.	103	116	114	113
> COC(=O)CC(CC(=O)C(=O)OC)C(=O)OC (stereo not given)
    105	102	104	105	113	119	100	107
> CC(C)(Oc1ccc([N+](=O)[O-])cc1)C(=O)O
    95	97	102	98	105	114	88	99
> CC(=O)/C(=C/c1ccc([N+](=O)[O-])cc1)C(=O)c1ccccc1
    77	84	87	80	76	92	89	77
> CNC(=O)c1cc(Oc2ccc3nc(NC(=O)c4cc(-n5cnc(C)c5)cc(C(F)(F)F)c4)sc3c2)ccn1
    96	103	100	108	102	105	111	103
> N#CC1C(=O)NN=C(N)C12CCCC2 (stereo not given)
    97	89	98	109	91	123	98	104
> CSc1ccc(-c2cc(-c3ccc(NC(=O)CCCN4CCCC4)cc3)nc(-c3ccc(NC(=O)CCCN4CCCC4)cc3)c2)cc1
    93	46	92	88	95	95	.	80
> O=C(O)C1(C(=O)O)CCC2(CCCCC2)CC1
    95	101	101	109	107	110	89	105
> COc1ccc(C2C3=C(COC3=O)N(CCO)c3cc4c(cc32)OCCO4)cc1 (stereo not given)
    72	77	61	78	69	.	95	1.1*
> C(C#CCN1CCOCC1)#CCN1CCOCC1
    116	.	105	86	.	158	119	99

Single values from the list.
In MDA-MB-435, `CC(=O)c1c(C)nc2ccccc2c1/C=C/c1ccc(Br)cc1` has the entry 72
In MDA-MB-435, `COc1ccc(NS(=O)C2CCCCC2)cc1` (stereo not given) has the entry 93
In UACC-62, `O=C1Nc2ccccc2C1(N1CCCCC1)N1CCCCC1` has the entry 101
In UACC-62, `CCOC(=O)c1c(C)[nH]c(C(=O)CCC(=O)OC)c1C` has the entry 101
In SK-MEL-5, `S=c1n(CN2CCCC2)nc(-c2ccccc2)n1Cc1ccccc1` has the entry 83
In M14, `O=C(O)C1(C(=O)O)CCC2(CCCCC2)CC1` has the entry 109

Reprinted at random: two records from the list, in no set order.
Results follow in this order: UACC-62	A549/ATCC	SK-MEL-5	M14	UACC-257	SK-MEL-28	SK-MEL-2	MDA-MB-435
> O=C(Nn1cc(-c2ccc3ccccc3c2)sc1=NCc1ccccc1)c1cc2ccc1CCc1ccc(cc1)CC2
    66	87	55	86	94	92	99	93
> O=C(O)CCCCCNC(=O)c1nc(-c2ccccc2)n(-c2ccc(F)cc2)n1
    108	106	99	105	109	107	115	101

(more compounds)
Results follow in this order: UACC-62	A549/ATCC	SK-MEL-5	M14	UACC-257	SK-MEL-28	SK-MEL-2	MDA-MB-435
> COc1ccc(-n2c(=O)n(-c3ccc(-c4nc5ccc(OC)cc5s4)cc3)c(=O)c3cccnc32)cc1
    100	100	100	114	112	108	117	109
> O=C1/C(=C/c2ccccc2O)CC/C1=C\c1ccccc1O
    37	94	78	61	86	97	105	26
> Cc1cc(C)c(OC2=C(c3c(C)cc(C)cc3C)C(=O)c3ccccc32)c(C)c1
    83	89	75	101	90	87	109	108
> CCOC(=O)CC(CC(=O)OCC)C(=O)OCC
    97	94	104	.	103	111	91	112
> COc1ccc(-c2cc(-c3cc(OC)c(OC)c(OC)c3)c(C#N)c(=O)n2Cc2ccc(C(=O)Nc3ccccc3N)cc2)cc1
    93	97	94	98	103	114	103	100
> Cc1c(C(=O)/C=C/c2cc3ccccc3n3nnnc23)nnn1-c1ccc(Cl)cc1
    86	89	99	111	94	104	87	98
> O=C(Nc1ccc(N2CCOCC2)cc1)c1cncnc1Nc1ccc2c(ccn2Cc2ccccn2)c1
    90	85	91	106	99	100	95	87
> Cc1nc(-c2cn3c(n2)-c2ccc(-c4cnn(C(C)(C)C(N)=O)c4)cc2OCC3)n(C(C)C)n1
    -23*	8.1*	8.6*	41	20	9.2*	.	28
> Cc1cc2c(cc1Cl)C(=O)/C(=C/c1ccc(Cl)cc1)O2
    94	108	101	109	110	110	114	108
> CC(=O)N1N=C(c2cc3ccccc3oc2=O)CC1c1cn(-c2ccccc2)nc1-c1ccc(Br)cc1 (stereo not given)
    91	99	100	100	96	103	104	101
> C/C(=N\O)C(=O)NCCCCCCCC(=O)Nc1ccccc1
    92	92	91	102	104	114	107	103
> CC(C)c1ccc(C2=C/C(=C\c3ccccc3)C(=O)N2CCc2ccc(S(N)(=O)=O)cc2)cc1
    93	104	101	113	107	114	113	107
> CC1CCCN1Cc1nc2ccc(NC(=O)c3ccc4c(cnn4C)c3)cc2[nH]1 (stereo not given)
    93	96	90	89	80	88	95	91
> CCOC(=O)c1c(/C=C/C(=O)O)nc2ccccc2c1/C=C/c1ccccc1
    45	71	54	63	50	46	47	22
> C[C@@H](O)[C@@H]1NC(=O)[C@@H](CCCCN)NC(=O)[C@H](Cc2c[nH]c3ccccc23)NC(=O)[C@@H](Cc2ccccc2)NC(=O)[C@H](NC(=O)[C@H](N)Cc2ccccc2)CSSC[C@H](C(=O)N[C@H](CO)[C@@H](C)O)NC1=O
    80	113	99	102	127	89	112	106
> CCCCCCCCCCCCC(C)O (stereo not given)
    102	93	98	105	92	113	115	101
> CCCCCCCCCCCCCCCCCC(=O)NC[n+]1ccccc1
    94	107	109	85	100	106	106	110
> COC(=O)[C@@H](NC(=O)Cn1cc(CNC(=O)OC(C)(C)C)nn1)C(C)C
    98	93	.	101	104	108	102	106
> O=c1nc(Nc2cc(Cl)ccc2O)sc2ccccc12
    24	63	17	74	80	65	53	71
> CCCCCCCC(=O)Oc1ccc(Br)cc1
    108	105	94	106	.	105	108	94
> CCOc1ccc2c(c1)/C(=C\C=C\C1CC(C)C3CC(OCC)CCC3N1CC)CC(C)N2CC (stereo not given)
    33	4.2*	-86*	15	-25*	23	-55*	-21*
> CC(=O)n1cc(C2CC(=O)OC3=C2CC(=O)C(C)(C)C3)c2ccccc21 (stereo not given)
    107	102	.	114	103	97	109	110
> CCCCCCCC(=O)OCC/C=C/C1OC1C1OC(=O)/C=C\C=C\C(=O)N(C(C)=O)C(=O)/C=C(/C)CCC2OC2C1OC(=O)NC(C)=O (stereo not given)
    68	95	68	82	84	87	90	79
> Cc1c[n+](Cc2ccc3ccccc3c2)cn1Cc1ccc2ccccc2c1
    -31*	61	-71*	-16*	-26*	4.5*	-48*	-21*
> CC(C)OC(=O)c1ccc2n1CCCc1cnc(N)nc1-2
    105	104	104	105	121	109	104	102
> CC(C)(C)OC(=O)N1CCC2(CC1)Oc1ccccc1[C@H]1CC(c3ccc(Br)cc3)=NN12
    41	67	76	87	99	113	72	82
> C=CCSc1nnc(-c2ccc(-c3nc4ccc(C)cc4[nH]3)cc2)o1
    103	105	102	104	102	104	107	90
